ARNT TACC3 PPI – disruptors of ARNT/TACC3 protein interaction, primary screen, biochemical, AlphaScreen, single concentration | Transforming acidic coiled-coil-containing protein 3 (Homo sapiens), Q9Y6A5 | inhibition, % at 9.99 µM | actives 0.66% (n = 390,000) | AlphaScreen His-ARNT PAS-B/GST-TACC3 binding, luminescence; TACC3 fragment carries E629A point mutation;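 active means mean inhibition of replicates at least 50% and at least half of replicates each reaching 50%; inconclusive means half or more replicates reach 50% but mean below 50%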;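 further: 0% = complete ARNT plus TACC3 wells and 100% = ARNT alone without TACC3; many hits fall short of the cut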
XiGFP reactiv – activators of inactive X chromosome reactivation, primary screen, imaging, XiGFP fibroblasts, GFP high-content imaging, set 2. AID 743238, 2013. activation, % at 7.58 µM. XiGFP mouse fibroblasts, % GFP-positive cells imaging, 3 d; cells co-treated with 5-aza-dC sensitizer; scaled so ellipticine positive control = 100%. actives 0.055% (n = 360,000);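 active means mean normalized replicate activation at least 10% and every replicate at or above 10%; inconclusive means only one of the two criteria met; inactive means mean below 10% and not all replicates reach 10%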;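 further: 0% = median of on-plate neutral control wells and 100% = ellipticine 6 µM median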
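Material: XiGFP fibroblasts, SV40-immortalized. Buffer or medium: DMEM plus 5-aza-dC sensitizer. Compound: single concentration per compound, delivered by pin transfer. Times: 3 days compound exposure. Controls: ellipticine 6 µM.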
ERp5 inh – inhibitors of ERp5-driven insulin aggregation, primary screen, biochemical, turbidity, absorbance 650 nm, single point; 90 min; inhibition, % at 9.99 µM; actives 0.05% (n = 350,000);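 active means mean replicate inhibition above about 25%, with every replicate also reaching it, limit read from the data, passing the limit was not always enough; inconclusive means only one of those two criteria met; inactive means neither criterion met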
Target sequence (Q15084 whole entry, looked up): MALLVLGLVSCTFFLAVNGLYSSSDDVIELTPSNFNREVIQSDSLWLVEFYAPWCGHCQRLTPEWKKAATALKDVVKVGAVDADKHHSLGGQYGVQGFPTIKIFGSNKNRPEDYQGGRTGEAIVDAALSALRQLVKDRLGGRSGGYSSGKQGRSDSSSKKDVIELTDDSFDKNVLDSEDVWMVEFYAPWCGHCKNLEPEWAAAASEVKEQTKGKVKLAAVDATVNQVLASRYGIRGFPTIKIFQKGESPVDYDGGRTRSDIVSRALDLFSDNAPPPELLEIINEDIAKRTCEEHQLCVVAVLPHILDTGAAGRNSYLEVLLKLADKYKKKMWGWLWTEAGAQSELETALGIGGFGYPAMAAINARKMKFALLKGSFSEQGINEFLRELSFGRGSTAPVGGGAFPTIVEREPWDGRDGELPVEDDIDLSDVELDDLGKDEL
DENV2 CPE rescue – inhibitors of DENV2 cytopathic effect, primary screen, cell-based, plate reader, single concentration; DENV2-infected cells, cytopathic effect rescue; actives 1.7% (n = 350,000); AID 651640, 2012; CPE inhibition, % at 9.99 µM; in the data active means CPE inhibition above about 20%, passing the limit was not always enough; inconclusive means no clear call, values can overlap the other calls; tested in BHK-21 cells;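 further: 0% = median of neutral control wells and 100% = median of positive control wells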
PAX8 inh HTS – inhibitors of PAX8-driven TPO luciferase reporter, primary screen, RMG-I cells, single concentration; SteadyGlo, 24 h; inhibition, % at 12.6 µM; actives 1.2% (n = 360,000); AID 652154, 2013;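 active means mean replicate inhibition at least 60% with every replicate also reaching 60%; inconclusive means only one of the two criteria is met; inactive means mean below 60% and not all replicates reaching 60%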;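 further: luciferase light reporting Pax8 driven TPO promoter activity; plate controls were median of neutral control wells for no effect and mitoxantrone controls for full effect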
EWS-Fli block – EWS/Fli-driven NR0B1 reporter inhibitors, primary screen, A673 cells, NR0B1 luciferase, luminescence, MLPCN library. viability-normalised. inhibition, % at 12.6 µM. actives 0.67% (n = 350,000). AID 651661, 2012;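 active means mean inhibition of at least 50% after viability correction, with every replicate also passing that limit; inconclusive means mean reaches 50% but only one of two replicates passes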;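 further: firefly luciferase signal divided by Alamar Blue viability fluorescence both relative to DMSO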
F508del corr – F508del CFTR correction, initial screen, CFBE line, single point. CFBE cells, YFP halide quenching; stimulated with forskolin plus potentiator P3; % fluorescence drop versus neutral controls. activity (quench increase), % at 7.58 µM. actives 0.36% (n = 350,000). AID 720511, 2013;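 active means mean added fluorescence quench of at least 8% versus neutral control, with both replicates also reaching 8%; inconclusive means only one of the mean or replicate conditions met; inactive means mean below 8% and not both replicates reaching 8%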;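 further: cells transiently co-express mutant CFTR-F508del with the halide-sensitive YFP; corrector assay measuring rescue of mutant channel to the surface after 24 h compound exposure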
INS-1E GSIS act – GLuc luminescence reporter in INS-1E cells, primary screen for activators of glucose-dependent secretion of insulin; INS-1E GLuc reporter insulin secretion, 2-3 h; activation, % at 16.6 µM; actives 0.61% (n = 370,000);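 active means lowest replicate activation of at least 40%, so every replicate reaches that level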;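 further: 0% = median of neutral control wells and 100% = median of IBMX positive control wells; some compounds called inactive have numbers as strong as hits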
Numbers without * were called inactive; & = joins results of further samples.

Screening Cc1noc(C)c1S(=O)(=O)Nc1ccc2c(c1)C(=O)N([C@H](C)CO)C[C@H](C)[C@@H](CN(C)S(=O)(=O)c1ccccc1)OCCCC[C@H](C)O2 returned ARNT TACC3 PPI -5, XiGFP reactiv 0.6, ERp5 inh 1, DENV2 CPE rescue -16, PAX8 inh HTS -2, EWS-Fli block -5, F508del corr 0.3 and INS-1E GSIS act -22.
Cc1ccc(S(=O)(=O)N(C)C[C@H]2OCCCC[C@@H](C)Oc3ccc(NS(=O)(=O)c4cn(C)cn4)cc3C(=O)N([C@@H](C)CO)C[C@H]2C)cc1 was read as ARNT TACC3 PPI 12, XiGFP reactiv 0.1, ERp5 inh 1, PAX8 inh HTS -9, EWS-Fli block 5, F508del corr 0.3 and INS-1E GSIS act -24.
CC(=O)Nc1nc(C)c(-c2csc(Nc3ccccn3)n2)s1 was read as ARNT TACC3 PPI 9&-6, XiGFP reactiv 0.0&0.4, ERp5 inh -2&5, DENV2 CPE rescue -1&3, PAX8 inh HTS -1&-72, EWS-Fli block -107&-105, F508del corr 2.0&5.1 and INS-1E GSIS act 18&-12.
For CC(C)N(Cc1ccccc1)C(=O)CN1C(=O)NC(Cc2ccccc2)(c2ccccc2)C1=O (stereo not drawn) the results were ARNT TACC3 PPI -2, XiGFP reactiv 0.1, ERp5 inh -5, DENV2 CPE rescue -2, PAX8 inh HTS 6, EWS-Fli block 7, F508del corr 1.4 and INS-1E GSIS act -62.
Screening Cn1nc(C(C)(C)C)c([N+](=O)[O-])c1C(=O)Nc1ccc(Br)cc1 returned ARNT TACC3 PPI 1, XiGFP reactiv -0.1, ERp5 inh 7, DENV2 CPE rescue -5, PAX8 inh HTS 15, EWS-Fli block -13 and F508del corr 5.6.
Screening Cc1ccc([C@@H]2C[C@H]3[C@@H](CN2S(=O)(=O)c2ccc(Cl)cc2)C(=O)C[C@@H](c2ccc(Cl)cc2)N3S(=O)(=O)c2ccccc2C)cc1 returned XiGFP reactiv -0.1, ERp5 inh -1, DENV2 CPE rescue 1, PAX8 inh HTS 7, EWS-Fli block 4, F508del corr 0.8 and INS-1E GSIS act -4.
`O=C(Nc1cc(Cl)cc(Cl)c1)C1C2C=CC3(O2)C1C(=O)N(CCCN1CCOCC1)C3C(=O)NC1CCCCC1` (stereo not drawn) gave XiGFP reactiv 0.0, ERp5 inh 0, DENV2 CPE rescue -5, PAX8 inh HTS -26, EWS-Fli block -7, F508del corr 1.7 and INS-1E GSIS act -4.
CC(=O)Oc1ccc(C(=O)NCc2ccc3c(c2)OCO3)cc1 was read as XiGFP reactiv -0.1, ERp5 inh 3, DENV2 CPE rescue -1, PAX8 inh HTS 19, EWS-Fli block -1, F508del corr -1.6 and INS-1E GSIS act 0.
Cc1[nH]n(C(N)=S)c(=O)c1N=Nc1ccccc1C(F)(F)F was read as ARNT TACC3 PPI 9, XiGFP reactiv 0.7, ERp5 inh 4, DENV2 CPE rescue -1, PAX8 inh HTS 8, EWS-Fli block 6, F508del corr 0.3 and INS-1E GSIS act -58.
CCCN1CCc2c(sc(NC(=O)CCS(=O)(=O)c3ccccc3)c2C(=O)OC)C1 was read as ARNT TACC3 PPI -5, XiGFP reactiv 0.0, ERp5 inh -1, DENV2 CPE rescue -11, PAX8 inh HTS 15, F508del corr -2.8 and INS-1E GSIS act 5.
Screening C[C@H](CO)N1C[C@H](C)[C@@H](CN(C)Cc2ccc(Oc3ccccc3)cc2)Oc2ccc(NC(=O)Nc3ccc(F)cc3)cc2CC1=O returned ARNT TACC3 PPI -13, XiGFP reactiv 0.7, ERp5 inh -3, DENV2 CPE rescue -22, PAX8 inh HTS 54, EWS-Fli block 24, F508del corr -0.8 and INS-1E GSIS act -10.
Screening OC[C@@H]1CC[C@@H]2O[C@H](CCc3ccc(-c4ccc(F)cc4)cc3)[C@@H](n3cc(C4CC4)nn3)C[C@@H]2O1 returned ERp5 inh 0, DENV2 CPE rescue 3, PAX8 inh HTS 5, EWS-Fli block 1 and F508del corr -1.9.
Screening COc1cccc(C(=O)N2CCCC(CCC(=O)NCc3ccc(F)c(F)c3)C2)c1 (stereo not drawn) returned ARNT TACC3 PPI -6, XiGFP reactiv 0.1, ERp5 inh -1, DENV2 CPE rescue -9, PAX8 inh HTS 12, EWS-Fli block -8, F508del corr -1.4 and INS-1E GSIS act -12.
Screening CC(C)C(=O)Nc1ccc2c(c1)C(=O)N(C)[C@@H]1CC[C@H](CC(=O)NCC3CC3)O[C@H]1CO2 returned ARNT TACC3 PPI -4, XiGFP reactiv 0.2, ERp5 inh 6, DENV2 CPE rescue -9, PAX8 inh HTS -3, EWS-Fli block -16, F508del corr -1.8 and INS-1E GSIS act 6.
For O=C(COC(=O)Cc1ccc(F)cc1)NC1CCCC1 the results were ARNT TACC3 PPI 15, XiGFP reactiv -0.7, ERp5 inh 6, DENV2 CPE rescue -6, PAX8 inh HTS 6, EWS-Fli block -5, F508del corr -0.6 and INS-1E GSIS act 11.
O=[N+]([O-])c1ccc(S(=O)(=O)NCCCc2ccccc2)cc1 was read as XiGFP reactiv 0.2, ERp5 inh 3, DENV2 CPE rescue inconclusive, PAX8 inh HTS 10, EWS-Fli block 7, F508del corr 1.3 and INS-1E GSIS act -15.
`COc1ccccc1Cn1c(C)c(C(=O)NCc2cccc(C)c2)sc1=O` gave XiGFP reactiv 0.1, ERp5 inh 1, DENV2 CPE rescue 2, PAX8 inh HTS -1, EWS-Fli block -3, F508del corr 2.1 and INS-1E GSIS act -31.
For Cc1ccc(S(=O)(=O)N2CCN(c3ncnc4scc(-c5ccc(F)cc5)c34)CC2)cc1 the results were ARNT TACC3 PPI -2, XiGFP reactiv 0.3, ERp5 inh 5, DENV2 CPE rescue -11, PAX8 inh HTS -6, EWS-Fli block 0, F508del corr -5.5 and INS-1E GSIS act 2.
Screening Cc1ccc(CNC(=O)c2ccc(CS(=O)Cc3ccccc3Cl)o2)cc1 (stereo not drawn) returned ARNT TACC3 PPI -4, XiGFP reactiv 0.0, ERp5 inh -1, DENV2 CPE rescue 0, PAX8 inh HTS -12, EWS-Fli block -7, F508del corr -2.4 and INS-1E GSIS act -7.
For CC(=O)c1cccc(NC(=O)CCc2nc3sc4c(c3c(=O)[nH]2)CCCC4)c1 the results were ARNT TACC3 PPI -3, XiGFP reactiv 0.2, ERp5 inh -2, DENV2 CPE rescue 6, PAX8 inh HTS 11, EWS-Fli block 12, F508del corr -5.6 and INS-1E GSIS act -8.
O=C1c2ccccc2C(=O)N1CN(C(=O)c1ccccc1)c1ccc(O)cc1 was read as XiGFP reactiv 0.0, ERp5 inh -2, DENV2 CPE rescue 7, PAX8 inh HTS 3, EWS-Fli block -10, F508del corr -0.9 and INS-1E GSIS act -4.
CC(O)c1nc2ccc(C(=O)O)cc2[nH]1 (stereo not drawn) was read as ARNT TACC3 PPI -24, ERp5 inh -9, DENV2 CPE rescue -3, PAX8 inh HTS -13, EWS-Fli block -4, F508del corr -0.1 and INS-1E GSIS act 38.
`CC12CCC(=O)CC1CCC1C2CCC2(C)C1CCC2(O)C(=O)CO` (stereo not drawn) gave ARNT TACC3 PPI 32, XiGFP reactiv 0.0, ERp5 inh -5, DENV2 CPE rescue -5, PAX8 inh HTS 5, EWS-Fli block 3, F508del corr -2.1 and INS-1E GSIS act -9.
For CCCC#Cc1ccc2c(c1)O[C@H](CN(C)C(=O)C1CC1)[C@H](C)CN([C@@H](C)CO)S2(=O)=O the results were ARNT TACC3 PPI -8, XiGFP reactiv -0.5, ERp5 inh -1, DENV2 CPE rescue -1, EWS-Fli block 7, F508del corr -2.1 and INS-1E GSIS act -13.
`CC1(C)CC(=O)C(N=Nc2cc(C(F)(F)F)ccc2Cl)=C(O)C1` gave ARNT TACC3 PPI 12, XiGFP reactiv 0.0, ERp5 inh -3, DENV2 CPE rescue 5, PAX8 inh HTS 22, EWS-Fli block -21, F508del corr -3.1 and INS-1E GSIS act 10.
`CNC[C@H]1OCCCC[C@H](C)Oc2ccc(NC(=O)Nc3c(C)noc3C)cc2C(=O)N([C@H](C)CO)C[C@H]1C` gave ARNT TACC3 PPI -1, XiGFP reactiv 0.2, ERp5 inh 10, DENV2 CPE rescue inconclusive, PAX8 inh HTS -10, EWS-Fli block 0, F508del corr 1.8 and INS-1E GSIS act 6.
`COc1ccccc1-c1ccc([C@@H]2[C@H](CO)N3CCCCN(S(=O)(=O)c4cn(C)cn4)C[C@@H]23)cc1` gave ARNT TACC3 PPI -1, XiGFP reactiv 0.1, ERp5 inh -1, DENV2 CPE rescue -7, PAX8 inh HTS 11, EWS-Fli block 2, F508del corr -2.3 and INS-1E GSIS act -1.
C[C@@H]1CN([C@@H](C)CO)S(=O)(=O)c2ccc(C#CC(C)(C)O)cc2O[C@H]1CN(C)C(=O)C1CC1 was read as XiGFP reactiv 0.2, EWS-Fli block 7, F508del corr -2.0 and INS-1E GSIS act 0.
Screening C/C(=N\NC=O)c1ccncc1 returned ARNT TACC3 PPI 1, XiGFP reactiv 0.0, ERp5 inh 2, DENV2 CPE rescue -3, PAX8 inh HTS -19, EWS-Fli block -6, F508del corr 2.9 and INS-1E GSIS act 10.
For NC(=O)c1c(NC(=O)Cn2cnc([N+](=O)[O-])n2)sc2c1CCCC2 the results were ARNT TACC3 PPI -3, XiGFP reactiv 0.0, ERp5 inh -1, DENV2 CPE rescue -3, PAX8 inh HTS -6, EWS-Fli block 1, F508del corr 1.3 and INS-1E GSIS act -9.
`CCCCN(C(=O)c1ccc(Br)o1)C1CCS(=O)(=O)C1` (stereo not drawn) gave ARNT TACC3 PPI -4, XiGFP reactiv 0.1, ERp5 inh -5, PAX8 inh HTS 12, EWS-Fli block -4, F508del corr -0.9 and INS-1E GSIS act 24.
Screening COc1cccc(CN(C)CCCn2ccc(NC(=O)OCc3ccccc3)nc2=O)c1 returned ARNT TACC3 PPI -5, XiGFP reactiv 0.0, ERp5 inh -4, DENV2 CPE rescue -5, PAX8 inh HTS 3, EWS-Fli block 4, F508del corr 2.4 and INS-1E GSIS act 12.
For CCOC(=O)C1=C(C)Nc2ccccc2N=C1NC(=O)C(c1ccccc1)c1ccccc1 the results were ARNT TACC3 PPI -4, XiGFP reactiv 0.0, ERp5 inh 0, DENV2 CPE rescue 6, PAX8 inh HTS 13, EWS-Fli block 4 and F508del corr 0.3.
`COc1ccc(C(CNC(=O)c2cccc(S(=O)(=O)N3CCc4ccccc43)c2)N(C)C)cc1` (stereo not drawn) gave ARNT TACC3 PPI 6, XiGFP reactiv 0.1, ERp5 inh 4, DENV2 CPE rescue 0, PAX8 inh HTS 36, EWS-Fli block -2 and F508del corr -2.2.

Compound activity from PubChem.

An unsorted share of the library; any-hit rate near 4.2%.
